Bioassay records from PubChem.
ABHD4 inh = ABHD4 (mouse) inhibition, primary FP screen | Q8VD66 | purified mABHD4, FP-Rh probe fluorescence polarization | inhibition, % at 8.92 µM | hit rate 0.54% among 370,000 | AID 720543;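 active means inhibition exceeding the mean over every tested compound plus 3 SD, cut at about 30% in these data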;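 further: 0% = plate median of compound wells and 100% = S159A mutant with DMSO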
Target sequence (Q8VD66 whole entry, looked up): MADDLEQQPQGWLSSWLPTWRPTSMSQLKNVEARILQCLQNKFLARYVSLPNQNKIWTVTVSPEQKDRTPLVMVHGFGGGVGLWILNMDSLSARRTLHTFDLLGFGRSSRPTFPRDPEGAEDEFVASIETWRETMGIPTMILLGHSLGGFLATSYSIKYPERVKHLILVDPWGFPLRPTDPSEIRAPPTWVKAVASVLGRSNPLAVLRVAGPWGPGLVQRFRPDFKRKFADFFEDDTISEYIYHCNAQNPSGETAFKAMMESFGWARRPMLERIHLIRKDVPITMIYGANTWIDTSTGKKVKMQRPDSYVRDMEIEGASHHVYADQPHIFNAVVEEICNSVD
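System: mouse ABHD4 enzyme, wild type / Medium: HEPES pH 7.0, NaCl, Pluronic buffer / Reagent: FP-Rh activity-based fluorescent probe / Control set: S159A mutant high control, sample median low control / Detection: fluorescence polarization with parallel and perpendicular emission, 525/598 nm / Schedule: 45 min + 60 min at 25 °C / Compound dosing: 8.92 µM, single dose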
Rev-erbA mod = modulators of human Rev-erb alpha DNA binding; P20393; Rev-erbα–FITC-DNA binding, fluorescence polarization, 90 min; activity, % at 10 µM; hit rate 0.79% among 370,000;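 active means activity above about 14%, limit read from the data; passing the limit was not always enough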;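 further: 0% = DMSO wells with 35 nM protein and 100% = DMSO wells with 750 nM protein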
TCR CD3 inh = human TCR-CD3 binding inhibition; TAMRA-labeled TCR probe fluorescence, biochemical; hit rate 0.37% among 360,000; inhibition, % at 9.4 µM; AID 651800; in the data active means inhibition above about 19%;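 further: recombinant mutant TCR 2C K166C tagged with TAMRA read by polarization; 0% = receptor in buffer alone and 100% = receptor with positive control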
PG9 Ab binder = PG9 antibody binding by small molecule | TR-FRET gp120-PG9 antibody binding | inhibition, % at 6.7 µM | hit rate 0.43% among 360,000 | AID 624416; in the data active means inhibition above about 8.5%
rCAG binder = binds r(CAG) RNA repeats | r(CAG) RNA repeat, TO-PRO-1 dye displacement fluorescence | inhibition, % at 3 µM | hit rate 1.3% among 370,000 | AID 651821;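 active means inhibition above the plate cutoff, the mean of all test compounds on that plate plus 3 SD, cut at about 35% in these data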;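 further: 0% = DMSO alone and 100% = 100 µM mitoxantrone as full dye displacement; higher means more dye released from RNA so lower well fluorescence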
UHRF1 binding = UHRF1 methyl-DNA binding inhibition | inhibition, % at 4.4 µM | hit rate 0.75% among 370,000 | UHRF1 binding to methylated oligo, TR-FRET | Q96T88; in the data active means inhibition above about 21%;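 further: UHRF1 SRA domain binding a hemimethylated CpG hairpin DNA probe; 0% = median of test compound wells and 100% = reference inhibitor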
MBD2 DNA inh = MBD2-methylated oligo binding inhibition; Q9UBB5; TR-FRET, MBD2 binding to methylated oligonucleotide; inhibition, % at 4.4 µM; hit rate 0.31% among 370,000; in the data active means inhibition above about 13%
PRMT1 FP inh = inhibitors of human PRMT1; hit rate 1.3% among 370,000; inhibition, % at 2.79 µM; AID 652257; recombinant PRMT1, activity-based probe fluorescence polarization; Q99873;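 active means inhibition above about 21% made by adding two undisclosed values, limit read from the data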
LEDGF integ inh = blocks HIV-1 LEDGF/p75-dependent DNA integration; TR-FRET IN-LEDGF/p75 DNA integration, Eu/Cy5; inhibition, % at 3.7 µM; hit rate 0.64% among 370,000; AID 743269;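 active means inhibition above the screen-wide mean plus 3 SD, cut at about 13% in these data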;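 further: signal is the Cy5 over europium emission ratio at 671 and 618 nm; 0% = plate median of compound wells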
HTRA1 inh = inhibitors of human serine peptidase HTRA1; recombinant HTRA1, FP-rhodamine activity-based probe, fluorescence polarization; Q92743; inhibition, % at 5.96 µM; hit rate 0.5% among 340,000; in the data active means inhibition above about 36%;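 further: 0% = enzyme with DMSO and 100% = wells lacking enzyme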
Target sequence (Q92743 whole entry, looked up): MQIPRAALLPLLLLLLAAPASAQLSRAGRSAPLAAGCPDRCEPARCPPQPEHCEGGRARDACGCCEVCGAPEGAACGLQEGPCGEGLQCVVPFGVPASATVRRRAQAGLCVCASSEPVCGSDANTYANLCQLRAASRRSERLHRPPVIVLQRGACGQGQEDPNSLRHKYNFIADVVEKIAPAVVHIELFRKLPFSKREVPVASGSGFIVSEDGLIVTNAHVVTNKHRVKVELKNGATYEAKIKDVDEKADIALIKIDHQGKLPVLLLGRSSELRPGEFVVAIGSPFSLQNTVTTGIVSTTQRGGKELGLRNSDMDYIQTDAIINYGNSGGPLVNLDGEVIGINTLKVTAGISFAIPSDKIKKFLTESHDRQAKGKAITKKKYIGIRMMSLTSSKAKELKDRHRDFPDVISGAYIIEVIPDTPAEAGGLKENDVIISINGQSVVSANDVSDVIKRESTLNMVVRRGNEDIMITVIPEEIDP
Starred values were filed as active, the others as inactive; . = not tested or not shown. This is a subset. The share of hits here may be higher or lower than overall.

SMILES	ABHD4 inh	Rev-erbA mod	TCR CD3 inh	PG9 Ab binder	rCAG binder	UHRF1 binding	MBD2 DNA inh	PRMT1 FP inh	LEDGF integ inh	HTRA1 inh
Cc1cc(C)n2c3c(c(C#N)c2n1)CCCC3	-1	-3	3	-0.7	1	5	-3	-2	-4	6
COc1ccc(C(=O)COC(=O)C(CCSC)NC(=O)COc2ccccc2)c(OC)c1 (stereo not drawn)	-2	2	-6	-1.1	-4	-1	-1	3	-1	-18
COc1ccc2[nH]c3c(c2c1)CCN1C(=O)N([C@@H](C)C(=O)NCC2CCCO2)C(=O)[C@]31C (stereo partly drawn)	1	-8	14	-0.7	3	3	1	-3	0	-7
CCOC(=O)c1csc(NC(=O)CSc2nnc(C3CC3)n2C)n1	7	-6	-7	1.2	-4	-1	3	-1	0	2
Cc1ccc(C)c(OCC(=O)N/N=C/c2c(C)nn(-c3ccccc3)c2Cl)c1	-12	-5	-2	-0.1	-3	-2	4	-4	0	.
CCOc1ccccc1Oc1c(C)oc2cc(OC(=O)N3CCOCC3)ccc2c1=O	1	-4	-2	-1.6	-1	2	0	4	-1	3
COc1cc(OC)cc(C(=O)Nc2cccnc2)c1	0	-7	1	-1.3	-3	2	3	1	-9	6
O=C(CC12CC3CC(CC(C3)C1)C2)NC(=S)NCc1ccccc1	-1	0	-6	2.7	2	4	3	4	0	5
O=C(O)CC1=C(O)C(=O)N(c2ccccc2)C1c1ccc(Br)cc1 (stereo not drawn)	5	-3	4	-0.9	5	-6	-6	6	-1	-1
CC1Cc2ccccc2N1C(=S)NC(=O)c1cccc(Br)c1 (stereo not drawn)	7	-2	-2	-1.2	9	1	5	-5	1	8
CC(C)(C)c1nc2scc(-c3ccc(Br)cc3)c2c(=O)o1	1	8	2	-1.8	1	-1	-5	0	3	1
CC1CCN(c2ccc(S(=O)(=O)Nc3cc(C(=O)O)cc(C(=O)O)c3)cc2[N+](=O)[O-])CC1	0	1	3	-0.1	25	4	-1	3	3	.
O=C(CSc1nncc2ccccc12)Nc1ccc(C(=O)O)cc1	-7	3	5	-0.2	2	0	-5	16	-1	2
COc1ccccc1C(=O)NNC(=O)C(=O)NCc1ccccc1	5	2	5	2.4	-3	2	-1	-3	4	5
C=CCSc1nnc(CSc2nc3sc4c(c3c(=O)[nH]2)CCCC4)n1-c1ccccc1	-5	-3	-5	1.9	15	5	-5	1	4	-21
COCCN1C(=O)CN(S(C)(=O)=O)CC1(C)C(=O)NCc1ccccc1 (stereo not drawn)	5	6	6	-0.8	2	0	1	-2	14*	.
COc1ccc([N+](=O)[O-])cc1NC(=O)Cc1ccccc1Cl	-3	-4	-7	-1.6	1	5	4	0	2	-7
CC(OC(=O)CCc1cc(C(C)(C)C)c(O)c(C(C)(C)C)c1)C(=O)NC1CC1 (stereo not drawn)	-10	-2	4	-0.4	-8	0	-3	-1	2	-2
COCc1cc(N2CCNC[C@@H]2C)ccc1N1C[C@@H](C)O[C@@H](C)C1	5	-7	3	-0.2	4	3	-1	-5	3	.
CCOC(=O)c1c[nH]c(=S)n1C	4	4	-4	0.1	-1	1	2	-2	-3	-3
CCCCn1c(CN2CCN(c3ccc(F)cc3)CC2)nc2c1c(=O)n(C)c(=O)n2C	-1	-3	5	-0.1	2	2	-3	-1	-1	-4
Cc1ccc(C(=O)Cn2ncsc2=N)cc1	-3	1	2	-1.3	5	-2	0	0	-2	-3
CCOC(=O)C(CC)n1cnc2c(nnn2-c2cccc(OC)c2)c1=O (stereo not drawn)	-9	-3	4	-1.0	-1	0	2	-3	10	-3
O=C(COc1ccccc1[N+](=O)[O-])Nc1ccc2c(c1)CCC2	-6	-9	-5	0.1	2	1	7	2	1	-8
COCc1[nH]c(=S)[nH]c(=O)c1C	-1	-1	9	-2.3	-2	1	-1	-5	-1	-2
C/C(=C\c1cccc(Br)c1)C(=O)c1c(C)cc(C)[nH]c1=O	0	1	3	-0.1	-4	3	3	2	-4	-6
CC(C)C[C@H]1CN(CCCC[C@H]2CNC(=O)C(=O)N2CC2CCCCC2)C(=O)C(=O)N1CCc1ccccc1	1	4	-3	-0.9	0	1	-4	-9	6	.
CCN(CC)c1ccc(C=N/C(C#N)=C(\N)C#N)cc1	1	0	3	-3.0	-1	1	-3	-4	-5	5
COc1cccc(C(=O)NC(=S)Nc2ccccc2N2CCCCC2)c1	-7	-1	2	-2.8	3	0	4	-1	1	-26
CCN1C(=O)c2ccccc2S(=O)(=O)c2ccc(C(=O)N3CCOCC3)cc21	-1	10	4	-0.3	1	-1	-3	-3	0	-3
COc1ccc(C2N(c3ccc(Cl)cc3)C(=O)C3CCCN32)cc1 (stereo not drawn)	-3	-1	3	-1.1	-1	1	-1	-4	0	3
O=C(O)CSC(C(=O)Nc1ccc(Br)cc1)c1ccccc1 (stereo not drawn)	1	8	8	0.2	7	1	6	-1	-1	-7
Fc1ccc(NCc2ccccc2F)cc1Cl	-1	-3	-2	-0.7	-2	4	-2	1	2	-3
Cc1cccc(OCC(=O)Nc2ccc(S(=O)(=O)Nc3cc(C)nc(C)n3)cc2)c1	-3	-1	5	1.0	8	-2	-6	-3	-1	5
Cc1cccc(-c2ocnc2C(=O)Nc2ccccc2NC(=O)c2ccccn2)c1	-12	0	2	-0.6	6	2	-3	-1	-4	-97
CCCCC(=O)NC(=S)NNC(=O)c1ccc(OC)cc1	7	-5	10	-1.6	-2	-1	0	8	2	3
Cc1ccc2nc3c(c(Nc4ccc(O)cc4)c2c1)CCC3	2	2	-6	0.3	9	1	-4	1	-1	-24
O=C(COC(=O)c1cccs1)NC12CC3CC(CC(C3)C1)C2	0	2	9	-2.1	1	-3	0	-4	1	10
COc1ccccc1-c1nn2c(C(F)(F)F)nnc2s1	2	2	-3	2.6	4	1	1	3	-5	-2
C=C(C)C1CC=C(C)/C(=N/NC(=O)CNc2ccc(C)cc2C)C1 (stereo not drawn)	2	-3	-2	-8.3	1	-6	4	-4	0	2
CCN(CC)S(=O)(=O)c1ccc(O)c(C(=O)OCC(=O)N2c3ccccc3CC2C)c1 (stereo not drawn)	56*	-6	3	-0.4	9	2	0	-11	2	-10
CC1=C(c2ccc(C)cc2)S(=O)(=O)N(CC(=O)O)C1=O	-1	0	8	1.6	1	-1	-6	0	4	2
Cc1ccc(OCCNC(=O)c2cccc(S(=O)(=O)NCc3ccccc3)c2)cc1	-26	-4	-8	-1.1	4	3	-2	-3	7	-33
C=C1CC(C(=O)N/N=C/c2ccccc2)C1	2	1	8	0.3	-1	-2	-4	-2	2	1
Cc1ccc(S(=O)(=O)C2(C(=O)NCCc3ccccc3)CC2)cc1	-1	1	0	-1.4	3	-3	-5	-2	2	0
Cc1ccc(-c2cc(C(=O)N3CCc4ccccc4C3)[nH]n2)cc1C	-4	2	11	-0.8	1	-2	-5	0	-4	-1
O=C(N1CCOCC1)N1CC[C@H]2[C@H](CCCN2Cc2cc(F)cc(F)c2)C1	-1	-2	.	.	0	0	-3	-6	2	.
CCC(C)NC(=O)C1CCN(S(=O)(=O)c2ccc(OC)cc2)CC1 (stereo not drawn)	-5	1	5	-1.9	1	-4	-1	1	0	2
O=C(CNC(=O)N1CC(=O)Nc2ccccc21)Nc1ccc(Cl)cc1Cl	-3	-10	-5	-2.6	2	0	-4	-8	4	0
COc1ccc(NC(=O)COC(=O)CCc2ccc(S(=O)(=O)N3CCOCC3)cc2)cc1Cl	2	-2	-5	-1.0	5	95*	5	2	-3	-9
Cc1cc(C)c(NC(=O)CNC(=O)CN2C(=O)NC3(CCCc4ccccc43)C2=O)c(C)c1 (stereo not drawn)	0	-1	0	1.5	-2	0	-2	-2	-1	1
CC(Oc1ccc(F)cc1)C(=O)Nc1cccc(S(=O)(=O)N(C)c2ccccc2)c1 (stereo not drawn)	-17	9	4	1.0	3	1	5	-1	-5	-30
O=C(COC(=O)c1ccc2c(c1)OCCO2)NCCc1ccccc1	0	-4	3	-0.5	-2	3	0	1	3	10
CCOc1ccc(NC(=O)CN(C)C(=O)c2cc(-c3ccc(OC)cc3)nc3ccccc23)cc1OCC	-14	5	4	0.0	8	0	3	-2	-1	-40
COc1cccc(C(=O)N/N=C(/CCC(=O)O)c2ccccc2)c1	-1	-1	8	-1.1	0	-1	-6	1	0	-1
COc1cc2ccc(=O)oc2cc1OCC(O)C(C)(C)O (stereo not drawn)	3	-3	4	1.9	2	-2	-4	-2	0	-2
Cc1nn(Cc2ccc([N+](=O)[O-])cc2)c(=O)n1N(C)c1ncc(C(F)(F)F)cc1Cl	-3	-2	-5	-0.7	-9	1	2	-1	0	0
COc1cc(Cl)ccc1OCc1cc(C(=O)NC2CCc3ccccc32)no1 (stereo not drawn)	-8	2	-8	-0.6	0	1	4	4	0	-1
Cc1[nH]c2ccccc2c1CC(=O)Nc1ccc(Nc2cccnc2)c(-c2ccc(-c3ccccc3)cc2F)c1	13	3	5	2.4	17	-4	0	0	-2	.

Part of the list above in order of count of non-hydrogen atoms, high to low.
SMILES	ABHD4 inh	Rev-erbA mod	TCR CD3 inh	PG9 Ab binder	rCAG binder	UHRF1 binding	MBD2 DNA inh	PRMT1 FP inh	LEDGF integ inh	HTRA1 inh
Cc1[nH]c2ccccc2c1CC(=O)Nc1ccc(Nc2cccnc2)c(-c2ccc(-c3ccccc3)cc2F)c1	13	3	5	2.4	17	-4	0	0	-2	.
CCOc1ccc(NC(=O)CN(C)C(=O)c2cc(-c3ccc(OC)cc3)nc3ccccc23)cc1OCC	-14	5	4	0.0	8	0	3	-2	-1	-40
Cc1ccc(OCCNC(=O)c2cccc(S(=O)(=O)NCc3ccccc3)c2)cc1	-26	-4	-8	-1.1	4	3	-2	-3	7	-33
COc1cc(Cl)ccc1OCc1cc(C(=O)NC2CCc3ccccc32)no1 (stereo not drawn)	-8	2	-8	-0.6	0	1	4	4	0	-1
O=C(N1CCOCC1)N1CC[C@H]2[C@H](CCCN2Cc2cc(F)cc(F)c2)C1	-1	-2	.	.	0	0	-3	-6	2	.
O=C(CNC(=O)N1CC(=O)Nc2ccccc21)Nc1ccc(Cl)cc1Cl	-3	-10	-5	-2.6	2	0	-4	-8	4	0
O=C(COC(=O)c1ccc2c(c1)OCCO2)NCCc1ccccc1	0	-4	3	-0.5	-2	3	0	1	3	10
Cc1ccc(S(=O)(=O)C2(C(=O)NCCc3ccccc3)CC2)cc1	-1	1	0	-1.4	3	-3	-5	-2	2	0
COc1cc2ccc(=O)oc2cc1OCC(O)C(C)(C)O (stereo not drawn)	3	-3	4	1.9	2	-2	-4	-2	0	-2
CC1=C(c2ccc(C)cc2)S(=O)(=O)N(CC(=O)O)C1=O	-1	0	8	1.6	1	-1	-6	0	4	2
